Screening data (PubChem)
NPC1 prom act: activators of NPC1 promoter | Huh7 NPC1 promoter luciferase reporter, 24 h | Potency, µM (series often up to 9.22 µM), without a hit: at the highest dose activation, usual class: activators | hit rate 2.4% among 320,000 | AID 485313;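 note: potency is the fitted concentration of half-maximal effect; % of control where 0% means no effect; nearly all actives have a fitted effect of over 60% in size; reporter is driven by a mutant NPC1 promoter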
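NPC1 promoter–luciferase Huh7 cells; 24 h compound; luminescence.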
ELG1 repair inh: blocks ELG1-dependent DNA repair in HEK293T cells; hit rate 2.3% among 330,000; Potency, µM (top dose mostly 46.1 µM), inactives show at the top dose activity change, negative = inhibition, most hits filed as inhibitors; HEK293T ELG1-luciferase reporter, luminescence, 16 h; DNA damage induced by 5-fluorouridine; note: potency is the fitted concentration of half-maximal effect; % is set by controls: 0 for no effect and ±100 for the full control effect; nearly all actives have a fitted effect of over 55% in size
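DMSO vehicle served as the neutral condition. Each well held 2,000 cells given 5-fluorouridine plus compound; after 16 hr at 37 °C/5% CO2, ONE-Glo was added and luciferase measured 30 min later.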
Rab9 promoter act: activators of Rab9 promoter; Huh7 Rab9 promoter-luciferase reporter, luminescence, 24 h; Potency, µM (series often up to 9.22 µM), for the others: at the top dose activation, negative = inhibition, most hits filed as activators; hit rate 2.8% among 320,000; note: potency is the fitted concentration of half-maximal effect; % of control where 0% means no effect; nearly all actives have a fitted effect of over 60% in size
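Huh7 cells stably carrying Rab9 promoter–luciferase reporter, plated 1500 cells/well, compound added after 2 h and incubated 24 h at 37 °C; luciferase luminescence then read after 10 min with detection reagent.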
RORg inh: inhibitors of mouse ROR gamma transcriptional activity. P51450. Drosophila S2 Gal4-RORgamma UAS-luciferase reporter, 20 h. Potency, µM (top dose mostly 53.6 µM), for the others: at the highest dose activity change, negative = inhibition, most hits filed as inhibitors. hit rate 5.4% among 310,000; note: potency is the fitted concentration of half-maximal effect; % is set by controls: 0 for no effect and ±100 for the full control effect; nearly all actives have a fitted effect of over 60% in size
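Using a luciferase readout, inhibitors were identified by reduced reporter activity in Drosophila cells coexpressing a copper-inducible Gal4–ROR gamma fusion and UAS-driven Photinus luciferase, incubated 20 hr after 700 uM copper sulfate.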
PKM2 act: activators of human pyruvate kinase M2 | P14618 | purified PKM2, Kinase-Glo ATP luminescence, activation; response scale: 0% is enzyme alone, no compound | Potency, µM (series often up to 57.5 µM), for inactives: top-dose activation, actives largely listed as activators | hit rate 0.34% among 260,000; note: potency is the fitted concentration of half-maximal effect; % is set by controls: 0 for no effect and ±100 for the full control effect; nearly all actives have a fitted effect of over 55% in size
Target sequence (P14618 whole entry, looked up): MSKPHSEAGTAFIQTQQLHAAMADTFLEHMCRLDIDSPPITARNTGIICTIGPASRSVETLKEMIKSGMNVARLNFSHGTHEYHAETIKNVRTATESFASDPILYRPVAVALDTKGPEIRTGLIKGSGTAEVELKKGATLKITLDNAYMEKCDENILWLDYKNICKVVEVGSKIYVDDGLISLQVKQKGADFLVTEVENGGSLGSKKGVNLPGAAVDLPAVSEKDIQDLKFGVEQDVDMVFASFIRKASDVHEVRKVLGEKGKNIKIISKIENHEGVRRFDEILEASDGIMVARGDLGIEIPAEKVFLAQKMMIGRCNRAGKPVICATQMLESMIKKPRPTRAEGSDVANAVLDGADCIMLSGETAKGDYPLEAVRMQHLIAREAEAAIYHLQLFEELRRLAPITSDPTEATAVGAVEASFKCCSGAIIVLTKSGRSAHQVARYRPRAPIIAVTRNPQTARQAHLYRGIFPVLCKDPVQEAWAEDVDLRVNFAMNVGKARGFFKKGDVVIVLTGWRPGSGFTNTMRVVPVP
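Purified hPK-M2 (>95%) run at intermediate activity with 0.1 mM ADP and 0.5 mM PEP in 50 mM imidazole pH 7.2, KCl, MgCl2; 1 h room temperature. ATP formed read by Kinase-Glo luminescence; normalized to uninhibited and no-enzyme controls.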
Gal4-VP16 FLuc: inhibits Gal4-VP16 luciferase reporter, ROR gamma counter-screen | hit rate 3.5% among 310,000 | Drosophila S2 Gal4-VP16 UAS-luciferase, luminescence, 20 h | Potency, µM (doses to about 53.6 µM), for inactives: top-dose activity, negative = inhibition, most hits filed as inhibitors;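 note: Gal4-VP16 expression switched on by copper sulfate through the metallothionein promoter; potency is the fitted concentration of half-maximal effect; % is set by controls: 0 for no effect and ±100 for the full control effect; nearly all actives have a fitted effect of over 50% in size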
FLuc modulator: inhibits or activates purified firefly luciferase, miR-21 counter-screen. Potency, µM (highest dose often 57.5 µM), for the others: top-dose activity change, negative = inhibition, usual class: inhibitors. AID 588342. purified FLuc, Km substrates, luminescence inhibition. hit rate 6.9% among 360,000;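 note: potency is the fitted concentration of half-maximal effect; plate controls were vehicle for no effect and reference inhibitor for full effect; nearly all actives have a fitted effect of over 55% in size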
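Biochemical qHTS of compounds, final roughly 60 µM downward over six points, against 10 nM purified firefly luciferase using Km concentrations of substrates (10 uM D-luciferin, 10 uM ATP) in Tris acetate pH 7.5 buffer; luminescence output.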
KCNH2 3.1 block: KCNH2 3.1 (human) potassium channel inhibition | activity change, % (tested at about 1.8 µM) | U2OS KCNH2 3.1, thallium flux FluxOr; hits give low values | hit rate 0.95% among 340,000 | AID 720553;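 active = maximum activity change below -70%; inconclusive = maximum activity change from -70% to -50%; inactive = maximum activity change above -50%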;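 note: thallium influx rate constant from kinetic fluorescence after stimulation buffer; % is set by controls: 0 for no effect and ±100 for the full control effect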
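Virally transduced U2OS (3.1 isoform, 4 h infection in dark at RT) → overnight 37 C → FluxOr + Red40 in HBSS/HEPES, 45 min → stimulation buffer, 2 min kinetic read → rate constant vs DMSO controls.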
Mito fusion yeast: mitochondrial division inhibition or fusion activation. AID 485298. Potency, µM (top dose mostly 46.1 µM), for the others: at the top dose growth rescue (activation), usual class: activators. hit rate 0.23% among 320,000. S. cerevisiae fusion-defective mutant growth rescue, CellTiterGlo 48 h;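 note: potency is the fitted concentration of half-maximal effect; % of control where 0% means no effect; nearly all actives have a fitted effect of over 45% in size; temperature-sensitive fusion mutants such as fzo1-1 at 37 °C on non-fermentable ethanol glycerol medium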
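Yeast fusion mutant, YPEG (non-fermentable carbon), compound, 48 h at 37C non-permissive; CellTiterGlo added, 10 min RT, luminescence read. Rescued growth = division inhibition.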
MBNL1 CUG block: MBNL1-poly(CUG) RNA binding inhibition; Potency, µM (top dose mostly 57.5 µM), without a hit: at the highest dose activity change, negative = inhibition, hits mostly inhibitors; TR-FRET MBNL1-His/biotin-(CUG)12 binding, 665/545 ratio; AID 2675; Q9NR56; hit rate 0.036% among 280,000; active = well fitted inhibition curve with a large enough effect in the signal ratio, with a control signal flat, not every such curve was filed as active; inconclusive = small, poorly fitted or top-dose-only effect, or effect the other way, or a change in a side signal; inactive = no such curve, though single readings can be large or run the other way; the % refers to the signal ratio; note: potency is the fitted concentration of half-maximal effect; % is set by controls: 0 for no effect and ±100 for the full control effect
Target sequence (Q9NR56 whole entry, looked up): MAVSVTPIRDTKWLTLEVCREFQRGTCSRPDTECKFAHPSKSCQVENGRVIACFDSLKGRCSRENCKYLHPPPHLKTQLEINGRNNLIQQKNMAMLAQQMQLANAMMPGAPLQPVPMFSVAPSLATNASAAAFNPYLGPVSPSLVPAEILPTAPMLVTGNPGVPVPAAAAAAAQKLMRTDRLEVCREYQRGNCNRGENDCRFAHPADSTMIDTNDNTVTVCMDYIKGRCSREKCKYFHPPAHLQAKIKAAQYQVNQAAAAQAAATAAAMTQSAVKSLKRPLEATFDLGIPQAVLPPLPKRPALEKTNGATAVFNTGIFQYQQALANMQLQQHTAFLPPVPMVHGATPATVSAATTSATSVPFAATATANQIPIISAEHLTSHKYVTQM
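His-tagged MBNL1 binding to biotinylated (CUG)12 RNA was measured by TR-FRET using terbium anti-His antibody (0.055 ng/ul final) and streptavidin-XL665 (5 nM final). Compounds were titrated 92 nM to 58 uM; 60 min at room temperature.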
Menin MLL FP TR: displaces Texas Red mutant MLL peptide from human menin. AID 1768. Menin + Texas Red MLL mutant peptide, fluorescence polarization. Potency, µM (series often up to 61.6 µM), for the others: at the highest dose FP activity change, negative = inhibition, actives largely listed as inhibitors. O00255. hit rate 0.23% among 270,000; active = well fitted inhibition curve with a large enough effect in the polarisation, with a control signal flat, not every such curve was filed as active; inconclusive = small, poorly fitted or top-dose-only effect, or effect the other way, or a change in a side signal; inactive = no such curve, though single readings can be large or run the other way; the % refers to the polarisation; note: potency is the fitted concentration of half-maximal effect; % of control where 0% means no effect; many of its hits are not listed in these tables
The depositor's hits bear a star; ? = inconclusive; / = not tested or not shown; [ ] = remark or other dose. Unless noted, calls come from the whole dose curve; as a rule, active = well fitted curve in the direction sought with a large enough effect; inconclusive = small, poorly fitted or top-dose-only effect, or another doubt; inactive = no such curve, though single readings can be large; an effect the other way counts as inactive or inconclusive. Some of the compounds tested. The share of hits here may be higher or lower than overall.

SMILES	NPC1 prom act	ELG1 repair inh	Rab9 promoter act	RORg inh	PKM2 act	Gal4-VP16 FLuc	FLuc modulator	KCNH2 3.1 block	Mito fusion yeast	MBNL1 CUG block	Menin MLL FP TR
CC(O)Cn1nc([N+](=O)[O-])nc1N (stereo unspecified)	-3%	5%	-3%	-10%	2%	6%	1%	4	2%	19%	1%
Cc1cccc(N2C(=O)CN(Cc3cccs3)C2=S)c1	1%	-9%	-7%	4%	0%	-12%	-2%	7	-3%	-2%	12%
COCCNC(=O)/C(C#N)=C/c1ccc(SC)cc1	-5%	?	-1%	-12%	-4%	10%	19µM*	-26	7%	15%	-25%
O=C(NCC1CCCN(C(=O)c2cccnc2)C1)c1ccc(-c2ccccc2)cc1 (stereo unspecified)	-1%	3%	-3%	7%	-9%	4%	?	-1	0%	-10%	-14%
O=C(Cn1cc(F)c(=O)[nH]c1=O)NCCO	-8%	5%	0%	14%	-9%	2%	0%	16	3%	-6%	11%
O=C(Nc1cnccn1)c1cccc(C(F)(F)F)c1	1%	?	-13%	?	-3%	11%	0%	-1	2%	-8%	9%
Cn1cnc(C(=O)N2CCN(C(=O)OC(C)(C)C)CC2)c1C(=O)N1CCN(C(=O)OC(C)(C)C)CC1	1%	-1%	-12%	/	/	/	0%	9	-8%	/	/
CCOC(=O)c1cc2c(ccn2C)n1Cc1ccccc1C	1%	2%	1%	-10%	1%	-8%[0.365 µM]	-1%	-8	15%	3%	-17%
O=C(CNC(=O)c1ccccc1)N/N=C/c1ccc([N+](=O)[O-])o1	10%	?	15%	-28%	0%	18µM*	-2%	-11	-7%	/	0%
Cc1cccc(C(=O)NC(=S)NNC(=O)COc2ccc(Cl)cc2)c1	-1%	6%	0%	4µM*	1%	?	0%	-12	-15%	-3%	?
CCOC(=O)C1=C(C)Nc2ncnn2C1c1cc(Br)ccc1F (stereo unspecified)	-6%	-13%	-2%	-23%	-5%	?	-4%	-5	3%	38%[activator]	8%
O=C(NCCCN1CCCC1=O)c1ccc2c(c1)NC(=O)C(N1CCOCC1)S2 (stereo unspecified)	0%	7%	-1%	-5%	-7%	?	1%	7	1%	-3%	-34%
CCc1ccccc1NC(=O)CCS(=O)(=O)c1ccc2c(c1)CCCN2C(C)=O	1%	-1%	1%	0%	/	3%	5%	1	1%	2%	/
Cc1ccc(-c2cc(C(F)F)nc3sc4c(=O)[nH]cnc4c23)cc1	9%	19%	-3%	/	/	/	0%	-6	1%	/	/
Cc1cccc(-c2nnc(SCC(=O)Nc3cc(C)on3)n2C)c1	-1%	-1%	4%	-17%	/	2%	-1%	-2	-1%	5%	/
CCOP(=O)(OCC)C(NC(=O)Nc1ccc(Cl)cc1)C(N)=O (stereo unspecified)	-25%	11%	-3%	9%	1%	-6%	3%	-5	0%	-7%	3%
CN(C)CCCN(C(=O)CCOc1ccccc1)c1nc2c(F)cccc2s1	-8%	13%	2%	8.9µM*	23%	-30%	-6%	-12	-6%	-14%	-4%
COc1ccccc1/C=N/NC(=O)Cn1cnc([N+](=O)[O-])n1	-3%	45%	-2%	-18%	1%	-6%	-5%	-30	-2%[9.22 µM]	?	-1%
CCOc1cc2[nH]c(=O)n(CCc3ccc(OC)c(OC)c3)c(=O)c2cc1OCC	-1%	-16%	-5%	-10%	-3%	-9%	2%	1	-6%	2%	-13%
Cc1ccc(C2(C)NC(=O)N(CC(=O)Nc3ccc4[nH]c(=O)[nH]c4c3)C2=O)cc1 (stereo unspecified)	3%	10%	1%	-1%	-10%	-11%	0%	8	-4%	-30%	/
CCOc1ccc(CN2CCN(Cc3nc4c(s3)CCCC4)CC2CCO)cc1 (stereo unspecified)	-1%	?	-3%	-18%	-2%	-9%	-1%	-20	0%	4%	?
O=c1c2oc3ccccc3c2[nH]c(=S)n1-c1ccc(F)cc1	0%	13%	5%	4µM*	0%	?	?	-3	10%	?	10%
CCCNCc1cc(OC)c(OCc2ccccc2)cc1Br	-4%	28%	-23%	-11%	-8%	-12%	-7%	6	-5%	-8%	-15%
O=C(Nc1nc(-c2cccs2)c(C(=O)C(F)(F)F)s1)c1ccccc1	0%	-12%	-11%	?	-2%	?	17µM*	-10	?	140%[activator]	?
O=C(NCc1ccccn1)Nc1ccc(Br)cc1	-2%	?	7%	28%	0%	-9%	-10%	21	1%	-7%	18%
Cc1nn(Cc2ccccc2Cl)c(Cl)c1/C=C/C(=O)OCC(=O)NC(N)=O	-3%	-20%	-4%	10%	-7%	-1%	1%	15	-4%	-4%	-28%
O=C(c1ccccc1)N1CC(COc2ccccc2)OC(c2cccnc2)O1 (stereo unspecified)	0%	?	24%	?	-4%	2%	-14%	-6	3%	?	-25%
CSc1ccc(Cl)c(C(=O)OCC(=O)N2CCNC2=O)c1	-1%	16%	0%	/	/	/	-4%	6	1%	/	/
O=C(NCCc1ccncc1)Nc1ccccc1	2%	-5%	1%	43%	-3%	-5%	-2%	5	-3%	-3%	4%
Nc1nc(CN2CCN(Cc3ccccc3)CC2)nc(Nc2ccccc2)n1	0%	-11%	-5%	-4%	-7%	?	-4%	-40	-1%	-14%	3%
CCC(C(=O)NC1CCCC1)N(C(=O)c1snc(C(N)=O)c1N)c1ccc(C)cc1C (stereo unspecified)	-6%	?	-2%	20%	-1%	-14%	3%	-3	-5%	16%	-12%
CC1(c2ccccc2)NC(=S)N2C1NC(=S)N2c1ccccc1 (stereo unspecified)	0%	-3%	-1%	-1%	2%	2%	-11%	-3	-2%	6%	-13%
Cc1[nH]nc(Nc2ccccc2)c1[N+](=O)[O-]	18%	?	13%	10%	2%	-2%	?	18	-2%	?	10%
CNC(=O)CN(c1ccc(Oc2ccccc2)cc1)S(=O)(=O)c1ccc(C)cc1	-1%	5%	-1%	-13%	0%	?	1%	5	-3%	-1%	/
Cc1ccc(Cl)cc1Nc1nc(-c2sc(NC(=O)c3ccccc3)nc2C)cs1	-7%	?	-6%	-24%	3%	-8%	-17%	/	-1%	300%[activator]	?
C=CCO/N=C(/C)c1c(O)c(CC)c(-c2ccccc2)n(-c2ccccc2)c1=O	2%	-12%	2%	34%	11%	-14%	-1%	11	?	-5%	24%
CC(C)[C@H](NC(=O)N1c2ccccc2NC(=O)[C@@H]1C(C)C)C(=O)N[C@H](C(=O)O)c1ccccc1	1%	22%	-2%	-2%	-7%	-1%	2%	5	-3%	-8%	14%
COC(=O)CSc1nc2sc(C)c(C)c2c(=O)n1C	-1%	-8%	-4%	-1%	4%	2%	3%	0	-1%	4%	-2%
CCOC(=O)c1cc(NC(=O)COc2ccc([N+](=O)[O-])cc2)cc(C(=O)OCC)c1	-1%	1%	-2%	-2%	-7%	-7%	6%	-42	-3%	-6%	24%
CC(=O)Oc1c2occc2cc2ccc(=O)oc12	1%	0%	-2%	0%	-4%	-2%	-6%	1	8%	?	1%
COc1ccc(Br)cc1Cn1nnc(C(=O)Nc2ccc3c(c2)OCCO3)c1N	0%	-13%	-2%	30%	/	0%	?	-3	10µM*	8%	/
O=C(CNC(=O)c1cccs1)N/N=C/c1c[nH]c2ccccc12	-1%	17%	19%	3%	2%	8%	-10%	-10	3%	-17%	24%
COc1ccccc1-c1c(C)c(C)nc(N)c1C#N	-4%	-3%	-1%	-20%	-3%	-7%	5%	-17	0%	-6%	-4%
Cc1oc(-c2ccccc2F)nc1CS(=O)(=O)CC(=O)NCCCN1CCN(C)CC1	2%	16%	-5%	?	/	3%	-4%	9	0%	-1%	-6%
COCCN(CC(=O)Nc1cccc(C)c1C)C(=O)Cc1cccs1	-1%	0%	-2%	/	/	/	3%	-7	-1%	/	/
C=CCSC1=NN2CCS(=O)(=O)N=C2S1	-2%	11%	9%	39%	10%	-2%	-1%	15	-6%	-3%	6%
Cc1cccc(/C=N/NC(=O)c2cccc(NC(=O)c3ccccc3)c2)n1	1%	-2%	8%	-17%	/	-4%	11µM*	-12	17%	6%	6%
